Tau fibril ThT: blocks human tau fibril formation measured by thioflavin T; AID 1460; P10636; actives 2.1% (n = 270,000); Potency, µM (doses to about 57.4 µM), for the others: at the top dose activity, negative = inhibition, most hits filed as inhibitors; recombinant tau K18 P301L (four-repeat tau fragment), heparin-induced fibrillization, ThT fluorescence; further: on the % scale 0 is the no-effect control and ±100 the full control effect; nearly all actives have a fitted effect of over 55% in size
Target sequence (P10636 561-689 P618L limits assumed): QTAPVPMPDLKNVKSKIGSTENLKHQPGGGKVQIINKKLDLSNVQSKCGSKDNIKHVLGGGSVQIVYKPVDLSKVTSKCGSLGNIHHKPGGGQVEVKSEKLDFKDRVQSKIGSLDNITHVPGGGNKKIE
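K18 P301L tau (15 uM + 0.24 uM Alexa 594-tagged), heparin 20 uM, NaOAc pH 7, 6 h 37 C; ThT 30 uM, 1 h RT, ex 450/em 510 nm.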
RECQ1 inh: blocks DNA unwinding by human RECQ1. P46063. RECQ1 DNA unwinding, red fluorescence kinetic read. Potency, µM (highest dose often 57.3 µM), without a hit: top-dose activity, negative = inhibition, actives largely listed as inhibitors. actives 0.54% (n = 240,000). AID 2549;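 further: plate controls were vehicle for no effect and no enzyme for full effect; nearly all actives have a fitted effect of over 30% in size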
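50 nM RECQ1T1 preincubated 15 min with compound in Tris pH 8.0 buffer with MgCl2, DTT, Tween-20 and 2.5 ug/ml poly(dI-dC); started with 200 nM TAMRA/BHQ-2 forked duplex and 2 mM ATP. Unwinding read as fluorescence (525/598 nm), two reads 2 h apart.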
SMN2 splice enh: increases expression of the SMN2 splice variant; HEK293 SMN2-luciferase splicing reporter, luminescence, 30-36 h; Potency, µM (highest dose often 46.1 µM), for inactives: top-dose activity change, positive = activation, hits mostly activators; actives 2.8% (n = 210,000); AID 1458; further: % of control where 0% means no effect; nearly all actives have a fitted effect of over 55% in size
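qHTS luciferase splicing reporter: luminescence rises when SMN2 exon 7 is included in transfected HEK293 cells. Compound exposure lasted 30-36 h at 37C, with 4.5 mM final sodium butyrate as control, followed by a ONE-Glo read.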
LMNA splice mod: changes lamin A minigene splicing in HeLa cells; HeLa LMNA splicing GFP/RFP minigene ratio, 48 h; AID 1487; actives 0.01% (n = 200,000); Potency, µM (series often up to 46.1 µM), for inactives: at the highest dose ratio change, negative = inhibition, usual class: inhibitors; active means well fitted inhibition curve with a large enough effect in the signal ratio, with a control signal flat, not every such curve was filed as active; inconclusive means small, poorly fitted or top-dose-only effect, or effect the other way, or a change in a side signal; the % refers to the signal ratio; further: on the % scale 0 is the no-effect control and ±100 the full control effect
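S3 HeLa stable clones carrying a lamin A-EGFP splicing minigene plus DsRed2 were seeded at 600 cells/well in Opti-MEM with 2% FBS, pin-dosed and incubated 48 h at 37°C. Acumen cytometry (488 nm) gave the GFP/RFP total-intensity ratio.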
Luc counter: blocks Kinase-Glo luciferase, a counter-screen artifact; Q27757; Kinase-Glo luciferase, ATP luminescence, 8 min; Potency, µM (highest dose often 38.3 µM), for the others: top-dose activity change, negative = inhibition, most hits filed as inhibitors; actives 0.28% (n = 200,000); AID 1379; further: on the % scale 0 is the no-effect control and ±100 the full control effect; nearly all actives have a fitted effect of over 60% in size
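Luminescence was the read-out, taken after 8-minute incubation at ambient temperature. Luciferase turned over luciferin with 10 uM ATP in imidazole pH 7.2 buffer containing KCl, MgCl2, Tween 20 and BSA.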
JMJD2E inh: blocks human JMJD2E demethylase activity | JMJD2E catalytic domain, FDH-coupled NADH fluorescence (FDH is formaldehyde dehydrogenase) | AID 2147 | actives 1.6% (n = 230,000) | Potency, µM (series often up to 57.1 µM), for the others: top-dose activity change, negative = inhibition, hits mostly inhibitors; active means well fitted inhibition curve with a large enough effect, not every such curve was filed as active; inconclusive means small, poorly fitted or top-dose-only effect, or another doubt; inactive means no such curve, though single readings can be large or run the other way;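 further: 0% = wells with enzyme and -100% = buffer wells without enzyme; nearly all actives have a fitted effect of over 50% in size; many of its hits are not listed in these tables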
Target sequence (B2RXH2 1-337 limits assumed): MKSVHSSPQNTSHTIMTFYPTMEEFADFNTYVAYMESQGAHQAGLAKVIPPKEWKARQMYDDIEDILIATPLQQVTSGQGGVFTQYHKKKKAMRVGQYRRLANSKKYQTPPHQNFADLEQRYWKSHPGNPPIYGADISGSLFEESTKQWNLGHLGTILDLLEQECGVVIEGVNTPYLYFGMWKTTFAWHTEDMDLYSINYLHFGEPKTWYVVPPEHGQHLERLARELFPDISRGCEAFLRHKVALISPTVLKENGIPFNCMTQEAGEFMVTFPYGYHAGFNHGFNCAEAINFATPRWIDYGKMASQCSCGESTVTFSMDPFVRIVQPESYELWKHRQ
ALDH1A1 inh: inhibitors of human aldehyde dehydrogenase 1A1; actives 7.3% (n = 220,000); Potency, µM (series often up to 75.3 µM), without a hit: top-dose activity, negative = inhibition, most hits filed as inhibitors; P00352; AID 1030; Purified ALDH1A1, NADH fluorescence, propionaldehyde substrate; active means well fitted inhibition curve with a large enough effect, not every such curve was filed as active; inconclusive means small, poorly fitted or top-dose-only effect, or another doubt; inactive means no such curve, though single readings can be large or run the other way;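 further: plate controls were no enzyme wells and a reference inhibitor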
Target sequence (P00352 whole entry, looked up): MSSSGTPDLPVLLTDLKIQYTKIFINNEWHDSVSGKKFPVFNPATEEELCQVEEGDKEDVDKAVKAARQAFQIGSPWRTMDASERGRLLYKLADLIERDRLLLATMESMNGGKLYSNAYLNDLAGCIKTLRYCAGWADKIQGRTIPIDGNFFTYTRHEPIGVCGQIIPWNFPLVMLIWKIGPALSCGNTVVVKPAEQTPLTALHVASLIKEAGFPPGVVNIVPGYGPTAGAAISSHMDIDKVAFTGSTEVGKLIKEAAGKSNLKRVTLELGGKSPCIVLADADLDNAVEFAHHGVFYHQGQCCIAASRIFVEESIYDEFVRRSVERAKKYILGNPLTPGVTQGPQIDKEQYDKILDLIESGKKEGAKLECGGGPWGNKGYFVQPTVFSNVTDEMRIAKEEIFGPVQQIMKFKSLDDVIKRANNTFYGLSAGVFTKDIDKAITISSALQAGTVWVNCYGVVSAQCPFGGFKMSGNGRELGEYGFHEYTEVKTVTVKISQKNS
L3MBTL1 inh: blocks human L3MBTL1 | Potency, µM (doses to about 57.1 µM), for inactives: top-dose activity, negative = inhibition, hits mostly inhibitors | AlphaScreen L3MBTL1–H3K9me1 peptide binding | AID 485360 | actives 0.66% (n = 230,000) | Q9Y468; further: on the % scale 0 is the no-effect control and ±100 the full control effect; nearly all actives have a fitted effect of over 60% in size
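L3MBTL1 (50 nM) pre-complexed 30 min with biotinylated H3(1-15)K9me1 peptide (75 nM), then compounds added for 30 min at room temperature; AlphaScreen streptavidin donor/nickel chelate acceptor beads (10 ug/mL final) read after 30 min dark incubation.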
Numbers without * were called inactive; [ ] = another dose, or the depositor's remark. Unless noted, the call rests on the fitted dose curve; in most records, active means well fitted curve in the direction sought with a large enough effect; inconclusive means small, poorly fitted or top-dose-only effect, or another doubt; inactive means no such curve, though single readings can be large; an effect the other way counts as inactive or inconclusive. Potency means the concentration at half of the fitted maximal effect. The list is partial; rates above refer to the full screens.

What do the screens show for `Cc1ccc(C)c(NS(=O)(=O)c2cc(C(=O)Nc3ccccc3-c3ccccc3)ccc2Cl)c1`?
Tau fibril ThT: 2%; RECQ1 inh: -24%; SMN2 splice enh: -12%; LMNA splice mod: 6%; Luc counter: 0%; JMJD2E inh: inconclusive; ALDH1A1 inh: inconclusive; L3MBTL1 inh: 1%

How did CCCC(=O)NCc1ccncc1 do in these assays?
Tau fibril ThT: 5%; RECQ1 inh: 20%; SMN2 splice enh: -4%; LMNA splice mod: 27%[46 µM]; Luc counter: -1%; JMJD2E inh: 0%; ALDH1A1 inh: -3%; L3MBTL1 inh: 6%

How did CN(CCNC(=O)C1CCN(S(=O)(=O)c2cnc[nH]2)CC1)Cc1ccccc1 do in these assays?
Tau fibril ThT: -9%; RECQ1 inh: -6%; LMNA splice mod: -1%; JMJD2E inh: inconclusive; ALDH1A1 inh: -14%; L3MBTL1 inh: 6%

What do the screens show for `COc1ccc(C(=O)C[n+]2cccc(C)c2C)cc1[N+](=O)[O-]`?
Tau fibril ThT: -7%; RECQ1 inh: inactive; Luc counter: -3%; JMJD2E inh: 1%; ALDH1A1 inh: 2%; L3MBTL1 inh: 14%

How did O=C(O)c1sccc1S(=O)(=O)N1CCN(c2ccc(C(F)(F)F)cn2)CC1 do in these assays?
Tau fibril ThT: -4%; RECQ1 inh: -7%; LMNA splice mod: 5%[46 µM]; JMJD2E inh: -6%; ALDH1A1 inh: 7%; L3MBTL1 inh: 2%

How did Cc1ccc(CC(=O)Nc2cccnc2)cc1 do in these assays?
Tau fibril ThT: -8%; RECQ1 inh: 11%; SMN2 splice enh: -10%; LMNA splice mod: -15%[46 µM]; Luc counter: -1%; JMJD2E inh: -3%; ALDH1A1 inh: 0%; L3MBTL1 inh: 1%

What do the screens show for `CC(C)(C)c1ccc(C(=O)Oc2ccccc2CCC(=O)O)cc1`?
Tau fibril ThT: -8%; RECQ1 inh: -13%; JMJD2E inh: -6%; L3MBTL1 inh: 16%

How did Cc1ccc(S(=O)(=O)Nc2ccc(Br)cc2/C=N/n2cnnc2)cc1 do in these assays?
Tau fibril ThT: inconclusive; RECQ1 inh: -1%; SMN2 splice enh: -2%; LMNA splice mod: -24%; Luc counter: 0%; JMJD2E inh: -3%; ALDH1A1 inh: 28µM*; L3MBTL1 inh: 2%

What do the screens show for `O=C(CN1C(=O)CCS(=O)(=O)c2ccccc21)NCc1ccc(F)cc1`?
Tau fibril ThT: 13%; RECQ1 inh: -7%; SMN2 splice enh: -4%; LMNA splice mod: 0%; Luc counter: 3%; JMJD2E inh: 1%; ALDH1A1 inh: 6%; L3MBTL1 inh: inconclusive

How did Cc1cc(C)nc(SCC(=O)N/N=C/c2cccn2-c2cccc(C(F)(F)F)c2)n1 do in these assays?
Tau fibril ThT: -6%; RECQ1 inh: -9%; SMN2 splice enh: -22%; LMNA splice mod: 16%; Luc counter: 0%; JMJD2E inh: -5%; ALDH1A1 inh: 0%; L3MBTL1 inh: -16%

Results for O=C(NCc1ccco1)c1ccc(-c2cccc(Cl)c2)o1 ?
Tau fibril ThT: -14%; RECQ1 inh: -12%; Luc counter: 2%; JMJD2E inh: 1%; ALDH1A1 inh: inconclusive; L3MBTL1 inh: -5%

What do the screens show for `Cc1ccccc1OC1C(=O)N(Cc2ccc3c(c2)OCO3)C1c1sccc1C` (stereo not given)?
Tau fibril ThT: -8%; RECQ1 inh: -6%; SMN2 splice enh: -10%; LMNA splice mod: inconclusive; Luc counter: -3%; JMJD2E inh: 0%; ALDH1A1 inh: -2%; L3MBTL1 inh: 4%

How did Cc1cc(/C=N\NC(=O)CC(=O)NC2CCCCC2)c(C)n1-c1cccc(Cl)c1Cl do in these assays?
Tau fibril ThT: -16%; RECQ1 inh: -5%; SMN2 splice enh: 3%[1.84 µM]; LMNA splice mod: -10%; Luc counter: -1%; JMJD2E inh: -24%; ALDH1A1 inh: inconclusive; L3MBTL1 inh: -5%

Results for CN(C)Cc1c(O)ccc2oc(Cc3ccccc3)cc12 ?
Tau fibril ThT: -8%; RECQ1 inh: -2%; SMN2 splice enh: 5%; LMNA splice mod: inconclusive; Luc counter: -2%; JMJD2E inh: -11%; ALDH1A1 inh: -1%; L3MBTL1 inh: -18%

What do the screens show for `CCCCCC(=O)OC(CN1CCCCC1)CN1CCCC1=O` (stereo not given)?
Tau fibril ThT: 4%; RECQ1 inh: inactive; SMN2 splice enh: -4%; LMNA splice mod: 5%; Luc counter: -2%; JMJD2E inh: 3%; ALDH1A1 inh: 1%; L3MBTL1 inh: 11%

Results for CC1=CCC2C(=O)N(c3ccccc3OC(=O)c3ccccc3F)C(=O)C2C1 (stereo not given) ?
Tau fibril ThT: 4%; RECQ1 inh: -3%; SMN2 splice enh: -4%; LMNA splice mod: inconclusive; Luc counter: 1%; JMJD2E inh: -7%; ALDH1A1 inh: 9%; L3MBTL1 inh: 3%

Results for NC(=O)C1CC(=O)N(c2ccc(OCc3ccccc3Cl)cc2)C1 (stereo not given) ?
Tau fibril ThT: -6%; RECQ1 inh: inactive; LMNA splice mod: -1%[46 µM]; Luc counter: -4%; JMJD2E inh: 9%; ALDH1A1 inh: 5%; L3MBTL1 inh: 3%

How did CCOC(=O)Nc1cc(C)c(Cl)cc1OC do in these assays?
Tau fibril ThT: -8%; RECQ1 inh: -3%; SMN2 splice enh: -3%; LMNA splice mod: 5%; Luc counter: 2%; JMJD2E inh: -9%; ALDH1A1 inh: 5%; L3MBTL1 inh: 9%

How did CC(=O)OC[C@@]1(O)C[C@]23CCC4c5ccoc5CC[C@@]4(C)C2CCC1C3 (stereo not given in full) do in these assays?
Tau fibril ThT: -6%; RECQ1 inh: -16%; SMN2 splice enh: -12%; LMNA splice mod: inconclusive; Luc counter: 0%; JMJD2E inh: -5%; ALDH1A1 inh: -2%

What do the screens show for `O=C(COc1ccccc1-c1ccccc1)Nc1ccc(S(=O)(=O)NCc2ccco2)cc1`?
Tau fibril ThT: -6%; RECQ1 inh: inactive; SMN2 splice enh: -12%; LMNA splice mod: 21%; Luc counter: 0%; JMJD2E inh: 4%; ALDH1A1 inh: -5%

How did Cc1csc(NC(=O)C2CCCCN2S(=O)(=O)c2ccccc2)n1 (stereo not given) do in these assays?
Tau fibril ThT: -4%; RECQ1 inh: -7%; SMN2 splice enh: -7%; LMNA splice mod: -6%[46 µM]; Luc counter: 4%; JMJD2E inh: -6%; ALDH1A1 inh: -1%; L3MBTL1 inh: -2%

What do the screens show for `CCOCCCn1c(=NC(=O)c2cccs2)c(C#N)cc2c(=O)n3ccccc3nc21`?
Tau fibril ThT: 8%; RECQ1 inh: -10%; JMJD2E inh: inconclusive; L3MBTL1 inh: 2%

How did CSc1ccc(CN(C)CC(=O)NC(C)c2ccccc2)cc1 (stereo not given) do in these assays?
Tau fibril ThT: -6%; RECQ1 inh: -6%; SMN2 splice enh: -19%; LMNA splice mod: inconclusive; Luc counter: 0%; JMJD2E inh: -6%; ALDH1A1 inh: inconclusive

How did O=C(COc1cccc2ccccc12)Nc1cc(S(=O)(=O)N2CCOCC2)ccc1N1CCOCC1 do in these assays?
Tau fibril ThT: -18%; RECQ1 inh: -12%; SMN2 splice enh: 15%; LMNA splice mod: -13%[46 µM]; Luc counter: -5%; JMJD2E inh: -21%; ALDH1A1 inh: -7%; L3MBTL1 inh: -16%

Results for Cn1c(CNc2nc(-c3ccccc3)cs2)nnc1SCC(=O)N1CCc2ccccc21 ?
Tau fibril ThT: inconclusive; RECQ1 inh: inactive; SMN2 splice enh: -7%; LMNA splice mod: 8%; Luc counter: 0%; JMJD2E inh: -8%; ALDH1A1 inh: inconclusive; L3MBTL1 inh: -2%

What do the screens show for `CCCn1c(SCC(=O)Nc2ccccc2C(=O)OC)nc2c1c(=O)n(C)c(=O)n2C`?
Tau fibril ThT: -1%; RECQ1 inh: -5%; SMN2 splice enh: -9%; LMNA splice mod: 12%; Luc counter: -1%; JMJD2E inh: -1%; ALDH1A1 inh: -6%; L3MBTL1 inh: 6%

What do the screens show for `C[C@@H]1C(c2ccc(F)cc2)=NN(c2ccccc2)[C@H]1C(=O)N1CCOC1=O`?
Tau fibril ThT: -17%[81.4 µM]; RECQ1 inh: inactive; Luc counter: 3%[39.9 µM]; ALDH1A1 inh: -15%; L3MBTL1 inh: 33%[activator]

What do the screens show for `CCCSc1nc(C)cc(C)c1S(C)(=O)=O`?
Tau fibril ThT: -5%; RECQ1 inh: inactive; SMN2 splice enh: 4%; Luc counter: 1%; JMJD2E inh: -9%; ALDH1A1 inh: 4%; L3MBTL1 inh: 3%

Results for Cc1ccc(-c2nnn(CC(=O)N(Cc3ccco3)C(C(=O)NC(C)(C)C)c3cccs3)n2)o1 (stereo not given) ?
Tau fibril ThT: -18%; RECQ1 inh: -5%; SMN2 splice enh: -5%; LMNA splice mod: 3%; Luc counter: -1%; JMJD2E inh: -5%; ALDH1A1 inh: 28µM*; L3MBTL1 inh: -14%

How did COc1cc(/C=N/N=C(\N)c2nonc2N)ccc1O do in these assays?
Tau fibril ThT: inconclusive; RECQ1 inh: inactive; SMN2 splice enh: 17%; LMNA splice mod: 9%[46 µM]; Luc counter: -11%; JMJD2E inh: -3%; ALDH1A1 inh: 2%

What do the screens show for `CCOc1ccc(-n2c(SCC(=O)Nc3ccc(OC)cc3OC)nc3c(c2=O)SCC3)cc1`?
Tau fibril ThT: inconclusive; RECQ1 inh: 17%; SMN2 splice enh: 1%; LMNA splice mod: -1%; Luc counter: -5%; JMJD2E inh: -14%; ALDH1A1 inh: inconclusive; L3MBTL1 inh: -1%

Screens deposited in PubChem by National Center for Advancing Translational Sciences (NCATS).
